Screening data as filed in PubChem BioAssay.
GluA2 TARP mod: modulates AMPAR-stargazin complexes. 40,000 tested, 3.5% active. calls only at 30 µM. HEK293 GluA2+stargazin, membrane potential dye (FDSS), glutamate EC50; hits were called plate by plate, in both directions;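 active means any of four per-well response measures lying three or more SD from its plate-wide compound average, in either direction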
Target sequence (O88602 whole entry, looked up): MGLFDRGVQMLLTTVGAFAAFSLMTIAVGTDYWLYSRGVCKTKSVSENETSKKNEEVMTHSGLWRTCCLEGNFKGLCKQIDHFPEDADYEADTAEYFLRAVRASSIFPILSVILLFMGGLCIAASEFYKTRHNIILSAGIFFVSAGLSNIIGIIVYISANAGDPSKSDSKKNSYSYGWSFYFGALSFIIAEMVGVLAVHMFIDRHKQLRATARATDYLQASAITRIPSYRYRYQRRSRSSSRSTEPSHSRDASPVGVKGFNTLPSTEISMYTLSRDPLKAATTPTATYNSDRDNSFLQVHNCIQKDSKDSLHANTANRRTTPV
Target sequence (P19491 whole entry, looked up): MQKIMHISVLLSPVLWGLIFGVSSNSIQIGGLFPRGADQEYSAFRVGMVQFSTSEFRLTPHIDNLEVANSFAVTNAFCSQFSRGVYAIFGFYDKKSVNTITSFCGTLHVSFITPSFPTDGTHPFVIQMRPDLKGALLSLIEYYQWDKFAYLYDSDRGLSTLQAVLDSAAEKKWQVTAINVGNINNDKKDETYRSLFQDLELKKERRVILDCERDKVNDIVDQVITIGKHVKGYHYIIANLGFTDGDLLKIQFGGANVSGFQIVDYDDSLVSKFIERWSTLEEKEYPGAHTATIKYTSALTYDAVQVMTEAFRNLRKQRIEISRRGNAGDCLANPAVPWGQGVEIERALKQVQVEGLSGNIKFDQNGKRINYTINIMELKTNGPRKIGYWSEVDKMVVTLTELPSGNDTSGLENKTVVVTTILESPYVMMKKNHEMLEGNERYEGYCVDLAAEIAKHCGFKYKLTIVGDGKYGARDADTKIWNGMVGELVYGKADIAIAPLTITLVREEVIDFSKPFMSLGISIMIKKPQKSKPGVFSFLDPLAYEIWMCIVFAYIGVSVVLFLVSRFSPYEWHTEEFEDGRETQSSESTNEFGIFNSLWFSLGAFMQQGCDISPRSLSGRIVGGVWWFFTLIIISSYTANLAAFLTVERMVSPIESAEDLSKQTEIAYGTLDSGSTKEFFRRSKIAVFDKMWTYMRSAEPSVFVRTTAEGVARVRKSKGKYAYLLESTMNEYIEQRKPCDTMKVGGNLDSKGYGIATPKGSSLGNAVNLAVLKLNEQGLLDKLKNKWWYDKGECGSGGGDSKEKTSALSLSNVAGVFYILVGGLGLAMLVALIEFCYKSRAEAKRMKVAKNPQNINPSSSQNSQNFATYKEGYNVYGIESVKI
GluA2 TARP mod agonism max-min: also measured in GluA2 TARP mod; calls as there; compound max-min signal; compound-alone response (agonism);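 unitless range of fluorescence divided by baseline over first 100 seconds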
GluA2 TARP mod glutamate slope: recorded beside GluA2 TARP mod, whose call it bears; glutamate slope, % of max; measured here: glutamate response slope, % max;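 scaled per plate between vehicle wells and maximal 1 mM glutamate control wells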
* hit, by the source's call; i = inactive; + = active, no number; ! = a repeat was not active. An excerpt; the hit share may differ from the screen's.

GluA2 TARP mod	GluA2 TARP mod agonism max-min	GluA2 TARP mod glutamate slope	SMILES
i	0.062	50	COc1ccc(C(=O)Nc2ccc(NC(=O)C(C)C)c(OC)c2)cc1Cl
i	0.046	38	CCc1ccc(N2C(=O)N(CC(=O)c3cccc([N+](=O)[O-])c3)c3ccccc3S2(=O)=O)cc1
i	0.091	51	Cc1cc(C)c(C#N)c(SCC(=O)NN)n1
i	0.06	59	CCOc1ccc(/C=C/C(=O)Nc2cccc(OC)c2)cc1
i	0.027	67	COc1ccc(-c2ccc(OCCNS(=O)(=O)c3ccc(Br)cc3)nn2)cc1
i	0.068	56	COc1ccc(S(=O)(=O)N2CCCCCC2)cc1C
+	0.14*	26*	O=C(Nc1cccc(Cl)c1)N1CCC2(CC1)NC(=O)N(Cc1ccccc1)C2=O
i	0.085	63	Cc1nc(CSc2nnc(Cc3c(C)[nH]c(=O)[nH]c3=O)o2)cs1
i	0.12	59	COc1ccc(S(=O)(=O)NCC2CCN(c3ncccn3)CC2)c(C)c1
i	0.083	38	CCCc1cc(=O)oc2c(C)c(OC(=O)c3cc(OC)c(OC)c(OC)c3)ccc12
i	0.087	42	CSc1ccc(-c2noc(C3CCN(S(=O)(=O)c4ccc(C)cc4)CC3)n2)cc1
i	0.058	46	C#CCn1c(=NC(=O)CSC(C)=O)sc2ccccc21

Next part.
GluA2 TARP mod	GluA2 TARP mod agonism max-min	GluA2 TARP mod glutamate slope	SMILES
i	0.035	31	CCOCCn1c(=O)c2c(nc3n(-c4cc(C)ccc4C)c(-c4ccccc4)cn23)n(C)c1=O
i	0.077	29	Cn1c(=O)n(CCN2CCOCC2)c(=O)c2c1nc1n2CCCN1C1CCCCC1
i	0.066	60	O=C(c1ccc2c(c1)OCCO2)N(CCN1CCOCC1)c1nc2c(F)cccc2s1
i	0.1	60	COc1ccc(N2CC(C)Cn3c2nc2c3c(=O)n(CC(=O)O)c(=O)n2C)c(OC)c1 (centres undefined)
i	0.054	47	Cc1cc(NC(=O)Cc2cccc3ccccc23)n(C2CCS(=O)(=O)C2)n1 (centres undefined)
i	0.022	57	O=C(CSC1CCCC1)NCCn1nc(-c2cccs2)ccc1=O
i	0.076	44	O=C(NCc1ccsc1)c1ccccc1Cl
i	0.094	50	Cc1nc(-c2cccs2)c(CCC(=O)NCc2ccccc2)s1
i	0.056	58	Cc1cccc(N2C(=O)N(Cc3cccc(C#N)c3)c3ccccc3S2(=O)=O)c1
i	0.075	47	CCOc1ccc(S(=O)(=O)N2CCCCCC2)cc1C(C)(C)C
i	0.088	73	O=C(CSc1ncc(CO)n1Cc1ccccc1)Nc1cccc([N+](=O)[O-])c1
i	0.11	67	Cc1c(Cl)cccc1S(=O)(=O)NCC1CCN(C(=O)COc2ccccc2)CC1

Carrying on:
GluA2 TARP mod	GluA2 TARP mod agonism max-min	GluA2 TARP mod glutamate slope	SMILES
i	0.045	53	O=[N+]([O-])c1ccc(O)c(/C=N/O)c1
i	0.047	45	COc1ccc(C)cc1S(=O)(=O)NCCN1CCN(S(=O)(=O)c2cc(C)ccc2OC)CC1
i	0.09	56	O=C(Cc1cccs1)N1CCN(C(=O)c2cnn3ccccc23)CC1
i	0.033	36	COC(=O)c1ccc(OCC(O)CN2CCN(c3cccc(C(F)(F)F)c3)CC2)cc1 (centres undefined)
i	0.078	74	COc1ccc(CC(=O)Nc2ccc3c(c2)N(S(=O)(=O)c2ccccc2)CCC3)cc1
i	0.16	52	Nc1c2c(nc3ncnn13)CCC2
i	0.1	8	Cc1cccc(NC(=O)Cn2cccc(-c3nc(-c4ccc(Br)cc4)no3)c2=O)c1
i	0.083	43	COC(=O)c1ccc(NC(=O)CSc2ccc(NC(=O)c3cccs3)nn2)cc1
i	0.077	63	COc1ccc2nc(N3CC(C(=O)N4CCN(c5ncccn5)CC4)C3)sc2c1
i	0.14	63	COc1ccc(C)c2sc(N(CCN3CCOCC3)C(=O)c3ccccc3)nc12
i	0.049	71	COc1ccc(OCC(=O)NCC(c2ccc(C)cc2)N2CCOCC2)cc1 (centres undefined)
i	0.052	44	CCOc1ccccc1/C=N/NC(=O)CNC(=O)c1ccc(S(=O)(=O)N2CCOCC2)cc1

Remaining list, next part:
GluA2 TARP mod	GluA2 TARP mod agonism max-min	GluA2 TARP mod glutamate slope	SMILES
+	0.11*	52*	O=C(Nc1ccc(F)c(Cl)c1)c1cc(C2CC2)n(C2CCS(=O)(=O)C2)n1 (centres undefined)
i	0.08	62	COc1ccc(CCC(=O)N2CCN(c3ccc(-c4ccc(C)cc4)nn3)CC2)cc1
i	0.16	56	COc1cc(C(=O)NCCOc2cccc(C(F)(F)F)c2)c([N+](=O)[O-])cc1OC
i	0.073	64	COc1ccc(S(=O)(=O)N2CCN=C2SCc2ccc(Cl)c(Cl)c2)cc1
i	0.15	50	Cn1cccc1C(O)CNS(=O)(=O)c1ccc(OC(F)(F)F)cc1 (centres undefined)
i	0.074	61	CCOCCn1c(=O)c2c(nc3n2CCCN3c2cccc(C)c2C)n(C)c1=O
i	0.14	44	Cn1c(=O)c2cc(C(=O)N3CCC(C(N)=O)CC3)sc2n(C)c1=O
i	0.11	40	COc1ccccc1C(=O)Nc1nnc(-c2ccccc2OC)o1
i	0.09	59	Nc1c(C(=O)NCCc2ccccc2)nnn1-c1cccc(C(F)(F)F)c1
i	0.06	41	Cc1cc(-c2nnc(NC(=O)CN3C(=O)c4ccccc4C3=O)o2)nn1C
i	0.055	55	CCOc1ccc2ccccc2c1C(=O)Nc1ccc2c(c1)CCCN2S(C)(=O)=O
i	0.076	79	COC(=O)c1sccc1S(=O)(=O)N(CC(=O)Nc1ccc(C)c(F)c1)c1ccc(C)c(C)c1

Following part
GluA2 TARP mod	GluA2 TARP mod agonism max-min	GluA2 TARP mod glutamate slope	SMILES
i	0.027	51	O=C(Nc1c2c(nn1-c1ccc(F)cc1)CSC2)C(=O)NC1CCCCCC1
i	0.067	57	COc1ccc2c(CC(=O)NCc3ccc4c(c3)OCO4)cc(=O)oc2c1
i	0.073	50	O=C(CN1C(=O)c2ccccc2S1(=O)=O)N1CCN(c2cccc(Cl)c2)CC1
i	0.16	72	Cc1[nH]c(=O)[nH]c(=O)c1CC(=O)N1CCn2c1nc1ccccc12
i	0.052	64	O=C(O)/C=C/C(=O)Nc1ccc(S(=O)(=O)N2CCCC2)cc1
i	0.056	44	CC(=O)c1c(C)nn(CC(O)COc2ccc3c(c2)CCC3)c1C (centres undefined)
i	0.13	82	O=C(NCC(O)Cc1ccccc1)Nc1ccc(F)cc1 (centres undefined)
i	0.07	54	CN1CCC(CNC(=O)c2ccccc2Cl)CC1
i	0.067	33	O=C(Nc1sc2c(c1-c1nc3ccccc3s1)CCCC2)c1ccc(Br)s1
i	0.049	45	CCOC(=O)C1CCN(CC(O)COc2cccc(C)c2)CC1 (centres undefined)
i	0.16	47	CC(C)(C)NC(=O)C(=O)NCCc1cccs1
i	0.11	72	O=C(NCCCN1CCCC1=O)C(=O)Nc1ccc(F)c([N+](=O)[O-])c1

(list continues)
GluA2 TARP mod	GluA2 TARP mod agonism max-min	GluA2 TARP mod glutamate slope	SMILES
+	0.05*	108*	COc1ccc(-c2ccc(=O)n(CCNC(=O)c3ccc(S(=O)(=O)N4CCCCC4)cc3)n2)cc1
i	0.041	32	CCCCc1ccc(NC(=O)Cn2nc(C(=O)Nc3ccc(OC)cc3)ccc2=O)cc1
i	0.11	76	COCCNC(=O)c1ccc(Cn2c(SCC(N)=O)nc3ccccc3c2=O)cc1
i	0.085	63	O=C(NCCN1CCOCC1)c1ccc(Cl)c(S(=O)(=O)N2CCCC2)c1
i	0.15	54	O=C(Cc1csc(Nc2ccc(Cl)cn2)n1)N1CCN(c2ccc(C(F)(F)F)cn2)CC1
i	0.11	49	Cc1ccc(-n2nnc(C(=O)N(C)C3CCS(=O)(=O)C3)c2C)cc1 (centres undefined)
i	0.12	58	Cc1cc(-c2nnc(SCC(=O)Nc3ccccc3C(F)(F)F)o2)c(C)o1
i	0.062	54	c1coc(CNc2nc(N3CCOCC3)nc(N3CCOCC3)n2)c1
+	0.23*	43*	O=C(CC1SC(=O)N(Cc2ccccc2)C1=O)Nc1ccc([N+](=O)[O-])cc1 (centres undefined)
i	0.12	51	COc1cccc(C(=O)NCCS(=O)(=O)NCCCc2ccccc2)c1
i	0.14	60	Cn1c(C(F)(F)F)nn(CCNC(=O)c2cncc(Br)c2)c1=O
i	0.1	71	O=C(Cn1nc2ccc(SCc3ccc(Cl)cc3)nn2c1=O)Nc1ccccc1C(F)(F)F

The list goes on:
GluA2 TARP mod	GluA2 TARP mod agonism max-min	GluA2 TARP mod glutamate slope	SMILES
i	0.06	62	Cc1onc(-c2ccccc2Cl)c1C(=O)NC1CCCCC1N1C(=O)CSC1=O (centres undefined)
i	0.049	42	O=S(=O)(Cc1cccc(F)c1)NCC1CCN(S(=O)(=O)C2CC2)CC1
i	0.058	41	CN(C(=O)Cn1c(=O)n(Cc2ccccn2)c(=O)c2ncccc21)c1ccccc1
i	0.093	38	COc1ccc(NC(=O)c2nnn(-c3ccc(C)cc3)c2N)cc1Cl
i	0.12	48	COc1ccc(Nc2nnc(-c3ccc(NC(=O)C(=O)NCCN4CCOCC4)cc3)s2)cc1
i	0.022	31	O=S1(=O)CC(O)C(N2CCCCC2)C1 (centres undefined)
i	0.091	53	O=C(CSc1ccc(NC(=O)C2CC2)nn1)c1ccc(Cl)cc1
i	0.14	69	O=C(Cc1ccccc1)Nc1ccc(N2CCOCC2)cc1
i	0.059	59	CCc1nc(C(N)=O)c2[nH]c(=O)n(-c3ccc4c(c3)OCO4)c2n1
i	0.17	63	O=C(Nc1onc2c1CSC2)c1cccc(-n2cnnn2)c1
i	0.077	62	Cc1cc(NC(=O)C(=O)NCC(c2cccn2C)N(C)C)no1 (centres undefined)
i	0.08	51	NC(=O)C1Cc2ccccc2N1C(=O)c1cccs1 (centres undefined)

(listing goes on)
GluA2 TARP mod	GluA2 TARP mod agonism max-min	GluA2 TARP mod glutamate slope	SMILES
i	0.15	62	O=C(c1ccccc1F)N1CCN(c2ccc(-c3ccc4c(c3)OCO4)nn2)CC1
i	0.12	32	O=C(CCCn1nc(-c2ccc(F)cc2)ccc1=O)Nc1ccc(C(F)(F)F)cc1
i	0.076	60	O=C(/C=C\c1ccccc1)NNC(=O)c1ccc(=O)n(Cc2ccccc2)c1
i	0.12	47	COc1ccc(NC(=O)Cn2c(C)cc(C)c(S(=O)(=O)c3ccc(C)cc3)c2=O)cc1Cl
+!	0.14*!	23*!	CC(=O)CC1(O)C(=O)N(CCOc2ccc(C(C)(C)C)cc2)c2ccccc21 (centres undefined)
+	0.046*	33*	CN(C)C(CNS(=O)(=O)c1cc(Cl)ccc1Cl)c1cccn1C (centres undefined)
i	0.064	50	CC1CCCC1OCC(O)CN1CCN(c2ccccc2F)CC1 (centres undefined)
i	0.082	57	COCC(=O)N1CCCc2ccc(NC(=O)c3cc(C)oc3C)cc21
+	0.075*	50*	CCOC(=O)c1c(NC(=O)COc2ccc(Cl)cc2)sc2c1CCN(Cc1ccccc1)C2
i	0.019	57	O=C(NCCCN1CCOCC1)C1CCCN(c2nc3ccccc3o2)C1 (centres undefined)
i	0.066	71	COc1ccc(OCCn2c(=O)oc3ccccc32)cc1
i	0.15	44	O=C(NCCc1ccccc1)C(=O)NCc1ccc(F)cc1F

(continued)
GluA2 TARP mod	GluA2 TARP mod agonism max-min	GluA2 TARP mod glutamate slope	SMILES
i	0.061	49	Cc1cc(C)n(CC(=O)NCCC(C)c2ccccc2)c(=O)c1C#N (centres undefined)
i	0.051	36	COc1ccc(S(=O)(=O)CC(=O)Nc2nc(-c3ccc(Br)s3)cs2)cc1
i	0.1	61	CCCc1c(C(=O)NCCO)nnn1-c1ccc(C)cc1
i	0.055	57	Cc1cc(CN2CCC(CNC(=O)C(=O)NCc3cccs3)CC2)c(C)o1
i	0.035	45	O=C(/C=C/c1ccccc1Cl)NCC1CCN(C(=O)Nc2ccc(F)cc2)CC1
i	0.066	54	CCc1cc(=O)oc2cc(OC(=O)c3cc(OC)c(OC)c(OC)c3)ccc12
i	0.13	67	COCC(=O)N1CCN(c2ccc(N3CCCCC3C)nn2)CC1 (centres undefined)
i	0.084	63	COCCNC(=O)Cn1nc2c(c1NC(=O)c1cccs1)CSC2
